Source: PubChem (Broad Institute)
PAX8 inh HTS: inhibitors of PAX8-driven TPO luciferase reporter, primary screen, RMG-I cells, single concentration; inhibition, % at 12.6 µM; AID 652154, 2013; SteadyGlo, 24 h; hit rate 1.2% among 360,000;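 active means mean replicate inhibition at least 60% with every replicate also reaching 60%; inconclusive means only one of the two criteria is met; inactive means mean below 60% and not all replicates reaching 60%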;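 further: luciferase light reporting Pax8 driven TPO promoter activity; plate controls were median of neutral control wells for no effect and mitoxantrone controls for full effect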
CFTR F508del cor: F508del CFTR correction, initial screen, CFBE line, single point. CFBE cells, YFP halide quenching; stimulated with forskolin plus potentiator P3; % fluorescence drop versus neutral controls. activity (quench increase), % at 7.58 µM. hit rate 0.36% among 350,000;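 active means mean added fluorescence quench of at least 8% versus neutral control, with both replicates also reaching 8%; inconclusive means only one of the mean or replicate conditions met; inactive means mean below 8% and not both replicates reaching 8%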;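 further: cells transiently co-express mutant CFTR-F508del with the halide-sensitive YFP; corrector assay measuring rescue of mutant channel to the surface after 24 h compound exposure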
INS-1E GSIS act: GLuc luminescence reporter in INS-1E cells, primary screen for activators of glucose-dependent secretion of insulin; hit rate 0.61% among 370,000; activation, % at 16.6 µM; INS-1E GLuc reporter insulin secretion, 2-3 h; AID 743287, 2014;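 active means lowest replicate activation of at least 40%, so every replicate reaches that level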;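 further: 0% = median of neutral control wells and 100% = median of IBMX positive control wells; some compounds called inactive have numbers as strong as hits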
miR122 inh: miR-122 Renilla sensor signal increase in Huh7, primary screen, miR-122 inhibitor project, cell-based, single point, plate reader | Huh7 miR-122 Renilla luciferase sensor, 48 h; neutral wells = 0, positive control = 100 | activation (reporter increase), % at 12.5 µM | hit rate 0.3% among 340,000;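 active means mean replicate activation score at least 90 and every replicate individually at or above 90; inconclusive means only one of the two criteria met; inactive means neither criterion met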;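 further: higher luciferase means less miR-122 activity so hits act as miR-122 inhibitors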
FN deposit inh: inhibitors of fibronectin matrix deposition, primary screen, AH1F cells, Alexa488-fibronectin fluorescence, plate reader; AH1F fibroblasts, overnight; inhibition, % at 12.6 µM; hit rate 0.086% among 350,000; AID 743247, 2014;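 active means mean inhibition across replicates of 30% or more, regardless of how many single replicates reach that level; inconclusive means mean under 30% yet at least half of replicates reach 30%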;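 further: positive control wells lacked labelled fibronectin entirely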
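test system = AH1F fibroblasts assembling fluorescent fibronectin matrix | quantity = 10000 AH1F cells per well | buffer or medium = DMEM plus 2% serum, read in PBS | doses = single dose, pinned | incubation = 1 h cell attachment, overnight exposure to compound and label | detection = fluorescence at 485 nm excitation, 525 nm emission | read-out basis = inhibition from reduced deposited-fibronectin fluorescence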
DENV2 CPE rescue: inhibitors of DENV2 cytopathic effect, primary screen, cell-based, plate reader, single concentration; DENV2-infected cells, cytopathic effect rescue; CPE inhibition, % at 9.99 µM; AID 651640, 2012; hit rate 1.7% among 350,000; in the data active means CPE inhibition above about 20%, passing the limit was not always enough; inconclusive means no clear call, values can overlap the other calls; tested in BHK-21 cells;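 further: 0% = median of neutral control wells and 100% = median of positive control wells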
EWS-Fli inh: EWS/Fli-driven NR0B1 reporter inhibitors, primary screen, A673 cells, NR0B1 luciferase, luminescence, MLPCN library; viability-normalised; inhibition, % at 12.6 µM; hit rate 0.67% among 350,000; AID 651661, 2012;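 active means mean inhibition of at least 50% after viability correction, with every replicate also passing that limit; inconclusive means mean reaches 50% but only one of two replicates passes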;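 further: firefly luciferase signal divided by Alamar Blue viability fluorescence both relative to DMSO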
Starred values were filed as active, the others as inactive; ? = inconclusive; · = not tested or not shown; [ ] = remark or other dose.

SMILES	PAX8 inh HTS	CFTR F508del cor	INS-1E GSIS act	miR122 inh	FN deposit inh	DENV2 CPE rescue	EWS-Fli inh
O=C1OC(NCc2cccnc2)(c2ccc(Cl)cc2)c2ccccc21 (stereo not drawn)	8	0.5	3	·	2	1	1
COCCNc1nc2cc(-c3ccsc3)sc2c(=O)n1C	10	2.3	6	-4	-6	3	-9
C[C@@H]1CN([C@H](C)CO)C(=O)c2cc(NC(=O)Nc3ccc(F)cc3)ccc2O[C@@H]1CN(C)Cc1ccc(-c2ccccc2)cc1	·	-1.4	3	-3[16.7 µM]	12	6	64*
Cc1ccc(S(=O)(=O)NCC(=O)OCc2ccccc2Br)cc1	-10	1.7	-61	6	7	-1	0
COc1ccccc1N1CC(C)(C)C(=O)N(C(=O)c2c(F)cccc2Cl)C1=S	-17	0.8	·	2	-3	?	13
COCC(=O)Nc1ccc2c(c1)OC[C@@H](C)N(C(C)=O)C[C@@H](C)[C@H](OC)CN(C)C2=O	-1	·	-5	1[16.7 µM]	5	8	5
Cc1noc(C)c1S(=O)(=O)N(C)C[C@@H]1OCCCC[C@@H](C)Oc2ccc(NC(=O)CCC(F)(F)F)cc2C(=O)N([C@H](C)CO)C[C@@H]1C	0	-6.3	6	-1[16.7 µM]	-4	-10	-10
COc1cccc(NC(=O)CN(c2cccc(F)c2)S(C)(=O)=O)c1	·	1.2	·	-3	·	-2	10
Cc1cccc(OCC(=O)Nc2ccc(N3CCN(S(C)(=O)=O)CC3)cc2)c1C	-5	·	40	4	-13	·	·
COc1ccc(-c2noc(N3CCC(C(=O)NCc4ccccc4Cl)CC3)n2)cc1	-1	1.3	5	·	-1	8	-6
CCOC(=O)c1ccc(NC(=S)N(CCCN(CC)CC)Cc2ccco2)cc1	0	·	-11	-6	0	·	·
CC1=NN(c2ccccc2)C(=O)/C1=C\c1cc(C)n(-c2ccccc2)c1C	-21	-0.9	·	·	-3	-4	-9
CC1CCN(C(=O)Cn2nnc(-c3ccc(C(C)C)cc3)n2)CC1	0	0.4	-5	0	-8	-3	-9
COC(=O)c1ccc(COc2ccccc2/C=N/O)o1	-18	-1.2	2	2	-2	-5	7
N#CC1(c2ccccc2)CCC(=NNS(=O)(=O)c2ccccc2)CC1 (stereo not drawn)	-3	0.5	-2	-2	-3	-3	1

Given as labelled records: part of the list above.
CC1=NN(c2ccccc2)C(=O)/C1=C\c1cc(C)n(-c2ccccc2)c1C
  PAX8 inh HTS: -21 | CFTR F508del cor: -0.9 | INS-1E GSIS act: · | miR122 inh: · | FN deposit inh: -3 | DENV2 CPE rescue: -4 | EWS-Fli inh: -9

CC1CCN(C(=O)Cn2nnc(-c3ccc(C(C)C)cc3)n2)CC1
  PAX8 inh HTS: 0 | CFTR F508del cor: 0.4 | INS-1E GSIS act: -5 | miR122 inh: 0 | FN deposit inh: -8 | DENV2 CPE rescue: -3 | EWS-Fli inh: -9

COC(=O)c1ccc(COc2ccccc2/C=N/O)o1
  PAX8 inh HTS: -18 | CFTR F508del cor: -1.2 | INS-1E GSIS act: 2 | miR122 inh: 2 | FN deposit inh: -2 | DENV2 CPE rescue: -5 | EWS-Fli inh: 7

Further structures
SMILES	PAX8 inh HTS	CFTR F508del cor	INS-1E GSIS act	miR122 inh	FN deposit inh	DENV2 CPE rescue	EWS-Fli inh
Cc1ccc(/C=N/NC(=O)CNC(=O)c2ccc(S(=O)(=O)N(C)C)cc2)o1	11	·	-1	-16	1	1	9
COc1ccc(C2=NOC(C(=O)N(C)Cc3ccccc3)C2)cc1 (stereo not drawn)	-13	-2.6	-7	-15	18	9	-7
C[C@H](CO)N1C[C@H](C)[C@@H](CN(C)C(=O)Nc2ccc3c(c2)OCO3)OCCCC[C@H](C)Oc2ccc(NC(=O)Nc3ccc(F)cc3)cc2C1=O	-10	-1.1	5	-4[16.7 µM]	·	0	7
COc1ccc(S(=O)(=O)Nc2ccc(C)cn2)cc1	-2	-1.6	5	9	-2	8	8
COCC#Cc1ccc2c(c1)O[C@H](CN(C)CC1CCCCC1)[C@H](C)CN([C@H](C)CO)S2(=O)=O	·	2.0	17	3[16.7 µM]	·	·	2
CC(C)N(Cc1ccccc1)C(=O)CN1C(=O)NC2(CCOc3ccccc32)C1=O (stereo not drawn)	24	1.0	-18	·	4	-8	5
Cc1noc(C)c1S(=O)(=O)Nc1ccc2c(c1)C(=O)N([C@@H](C)CO)C[C@H](C)[C@@H](CN(C)C(=O)Nc1ccccc1)OCCCC[C@@H](C)O2	13	0.2	-15	0[16.7 µM]	-4	-12	-11
NNC(=O)c1ncoc1-c1ccc(Cl)cc1	17	2.0	0	·	-4	-2	3
C=CCn1c(N2CCCC2)nc2c1c(=O)n(C)c(=O)n2C	7	3.3	4	-8	-3	0	4
O=C(C[C@@H]1CC[C@@H]2[C@H](COC[C@@H](O)CN2CC2CCOCC2)O1)NCc1ccc(Cl)cc1	1	0.6	-2	2[16.7 µM]	0	-1	-5
CN(CC(=O)Nc1ccc(F)cc1)C(=O)COC(=O)/C=C/c1ccccc1[N+](=O)[O-]	-1	3.6	-15	-13	-3	-3	8
CCOc1ccc(NC(=O)CNC(=O)c2ccc([N+](=O)[O-])cc2)cc1	18	-0.7	-2	·	5	3	7
COc1ccc(NC(=O)C2(C)CCN2C(=O)C(C)C)cc1F (stereo not drawn)	-8	1.5	8	-6	·	5	1
O=[N+]([O-])c1ccc2c(c1)C(O)n1ncnc1S2 (stereo not drawn)	-13	0.7	-13	·	-10	-4	-1
O=P(O)(O)c1ccccc1OCCCCCOc1ccccc1P(=O)(O)O	·	·	22	0	-4	·	·
CCCNC(=O)c1nnsc1S(=O)(=O)c1ccc(Cl)cc1	112*	-8.1	65*	·	21	-7	13
COC(=O)c1c(-c2ccccc2)csc1N1C(=O)Nc2ccccc2N1O	-31	-2.9	-3	·	3	-1	-28
C[C@@H]1CN([C@@H](C)CO)C(=O)c2cc(/C=C/c3ccccc3)cnc2O[C@@H]1CN(C)Cc1ccncc1	·	1.0	5	-3[16.7 µM]	·	-2	3
CCc1ccc(NC(=O)CS(=O)CC(=O)NCC2OCCc3ccccc32)cc1 (stereo not drawn)	1	·	·	-3	11	·	·
COc1ccccc1NC(=O)CSc1nnc(CCNC(=O)c2ccc(C)cc2)n1C	1	0.5	6	·	·	0	-29
CCOc1ccc(NC(=O)CCn2c(=S)oc3ccccc32)cc1	6	-2.2	12	-2	4	-4	2
Cc1cc(C(=O)CSc2nnnn2C)c(C)n1Cc1ccco1	-107	2.3	1	·	-4	6	-83
O=C(C[C@H]1CC[C@@H]2[C@H](COC[C@@H](O)CN2C(=O)c2ccc(F)cc2)O1)Nc1ccc(-c2ccccc2)cc1	16	0.4	-23	3[16.7 µM]	1	3	0
CC(C)CC(=O)NC(c1ccccc1)c1c(O)ccc2ccccc12 (stereo not drawn)	9	-0.2	-2	-3	-6	?	15
COc1ccc(C(=O)Nc2ccc(S(=O)(=O)Nc3cc(C)nc(C)n3)cc2)cc1	18	-0.3	21	-6	1	0	-3
COc1cc(OC)cc(C(=O)NCCSC2CCCCC2)c1	-1	1.3	-20	·	-2	0	-8
O=C(C[C@H]1C=C[C@@H](NC(=O)Nc2cc(F)ccc2F)[C@H](CO)O1)NCCCN1CCOCC1	-9	0.4	-20	-11[16.7 µM]	-7	-8	-8
Cc1c(NC(=O)Nc2cccc(F)c2)c(=O)n(-c2ccccc2)n1C	19	-0.1	-2	-1	·	-5	4
CO[C@H]1CN(C)C(=O)c2ccc(NC(C)=O)cc2OC[C@H](C)N(C(=O)c2ccccc2)C[C@H]1C	-1	4.0	-2	·	-13	-8	-2
O=C(CCNS(=O)(=O)c1ccc2[nH]c(=O)oc2c1)NCc1ccc(F)cc1	-8	4.3	7	4	1	-3	-1
CCOC(=O)c1ccc(CNCc2ccc(C)cc2)cc1	-7	·	15	·	4	·	·
CC(C)(C)NC(=O)[C@]1(C)CCC[C@@]2(C)C3CC[C@@]4(C)C[C@]3(CCC21)CC4=O (stereo partly drawn)	2	-5.2	-26	-10	-4	-4	12
Cc1ccc(S(=O)(=O)NN=CC=CC=NNS(=O)(=O)c2ccc(C)cc2)cc1	4	0.9	0	5	3	1	-3
Cc1cc(C)c(NC(=O)CN2C(=O)NC3(CCc4ccccc43)C2=O)c(Cl)c1 (stereo not drawn)	9	-4.0	-15	-3	-1	?	10
Cn1cccc1/C=C(/C#N)c1ccc(F)cc1	-19	2.4	-3	-5	-3	-16	6
C[C@@H]1CN([C@@H](C)CO)C(=O)c2cc(NS(=O)(=O)c3cn(C)cn3)ccc2O[C@H]1CN(C)Cc1ccc(Cl)c(Cl)c1	7	-2.5	10	-4[16.7 µM]	·	-3	1
Cc1ccc(C2CC(=O)C=C(Nc3ccc(Cl)cc3)C2)cc1 (stereo not drawn)	1	·	-28	·	3	·	·
COc1ccc(C(=O)NCC(=O)N/N=C(C)\C=C\c2ccccc2)cc1OC	5	2.6	9	·	·	3	-18
COc1ccc(-c2cc(C(F)(F)F)nc(S(=O)(=O)CCCC(=O)Nc3cc(C)on3)n2)cc1OC	90*	-9.6	6	·	15	4	5
O=C(/C=C/c1ccco1)N(Cc1cccc(Cl)c1)C1CCS(=O)(=O)C1 (stereo not drawn)	6	0.0	-16	·	20	-6	1
COc1ccc(CCNC(=O)CN(c2ccc(OC)c(OC)c2)S(=O)(=O)c2ccc(C)cc2)cc1	-4	-0.2	-14	4	11	7	-3
O=[N+]([O-])c1ccc(N/N=C/C=C/c2ccco2)cc1	-66	-1.3	-9	-2	-10	-10	-89
COc1ccc(C(=O)NC2CC3CCCC(C2)N3Cc2ccccc2)cc1 (stereo not drawn)	11	-7.0	3	3	-3	-6	10
Cc1cccc(NC(=O)CCCCC(=O)Nc2cccc(C)c2)c1	12	0.6	·	-4	-3	-5	11
NS(=O)(=O)OCCCCCc1ccccc1	-7	6.1	3	·	-1	-6	-14
COc1ccc(NC(=O)COc2nsnc2N2CCOCC2)c(OC)c1	11	-4.7	-6	1	-6	0	2
C[C@H](CO)N1C[C@H](C)[C@H](CN(C)Cc2ccccc2)Oc2ccc(NC(=O)C3CC3)cc2CC1=O	-5	-0.1	1	5[16.7 µM]	·	-7	-9
CCOC(=O)c1nn(-c2ccc(C)c(Cl)c2)c(=O)c(C#N)c1C	4	1.6	-6	·	13	0	-1
CC(C)CNC(=O)[C@@H]1c2ccccc2C(=O)N(CC23CC4CC(CC(C4)C2)C3)[C@H]1c1ccc(CO)cc1	-6	-3.9	·	·	·	-22	-5
CC(C)(C)/C(Cn1cncn1)=N\OC(=O)Nc1ccc(Cl)cc1	-8	·	-5	-3	6	2	0
NS(=O)(=O)c1cnccc1Nc1ccc(Cl)cc1	-8	·	17	1	-2	·	·
CC(Oc1ccccc1F)C(=O)NNC(=O)c1cc2ccccc2o1 (stereo not drawn)	6	-0.5	-6	·	2	-5	-5
CO[C@@H]1CN(C)C(=O)c2cc(NC(=O)CC(F)(F)F)ccc2OC[C@@H](C)N(C(=O)C2CC2)C[C@@H]1C	-3	2.2	4	·	3	2	-7
COc1ccc(-c2cc(C(F)(F)F)n3nc(C(=O)NCc4ccco4)c(Cl)c3n2)cc1	25	·	·	2	-7	·	·
COc1ccccc1-n1cc([C@@H]2C[C@H]3CN(c4ccccc4)C(=O)[C@]34CCCN24)cn1	98*	-3.8	-24	37	-5	2	-13
O=C(CN1CCN(CC(=O)Nc2ccc(Cl)cc2)CC1)Nc1ccc(F)cc1	4	-2.4	-7	-1	3	4	-2
COc1ccc2c3c([nH]c2c1)[C@H](CO)N(Cc1ccccn1)CC31CCN(C(=O)CC2CC2)CC1	5	0.6	5	·	·	-5	6
